# Compound activity deposited in PubChem BioAssay by NMMLSC.
# Bim-Bcl-B = disrupts Bim peptide binding to human Bcl-B | Q9HD36 | bead-based flow cytometry | inhibition, % at 10 µM | 190,000 compounds, 0.073% hits | AID 951;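 also: 0% = tracer peptide without compound and 100% = reference inhibitor peptide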
# GSH fluor = GSH bead compound fluorescence profile. 190,000 compounds, 0.25% hits. AID 1776. GSH beads flow cytometry, compound fluorescence 488/530 nm; stronger effect = higher value. fluorescence (KMESF) at 10 µM; in the data active = fluorescence above about 89;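 also: glutathione beads carrying GST-tagged Bcl family fusion proteins plus one bare bead set; values are compound well signal with DMSO vehicle wells as background; inactives centre near 16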
# Bim-Bcl-XL = human Bim-Bcl-XL interaction inhibition; Q07817; Bim peptide-Bcl-XL binding, bead flow cytometry, fluorescence; inhibition, % at 10 µM; 190,000 compounds, 0.04% hits; AID 1007
# Target sequence (Q07817 whole entry, looked up): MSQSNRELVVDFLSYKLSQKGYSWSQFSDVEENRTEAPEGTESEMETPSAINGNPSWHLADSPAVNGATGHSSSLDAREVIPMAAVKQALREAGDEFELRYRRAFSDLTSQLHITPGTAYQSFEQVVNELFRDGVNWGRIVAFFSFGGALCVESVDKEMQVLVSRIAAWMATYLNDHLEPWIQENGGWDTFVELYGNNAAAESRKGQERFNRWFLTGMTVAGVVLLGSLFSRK
# ABCG2 inh = inhibitors of human ABCG2 transporter, ABCB1 counter-screen | Q9UNQ0 | IgMXP3 cells, JC-1 efflux, flow cytometry | 190,000 compounds, 0.1% hits | inhibition, % at 6.6 µM;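 active = inhibition above 80%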;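 also: 0% = DMSO and 100% = nicardipine control wells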
# Target sequence (Q9UNQ0 whole entry, looked up): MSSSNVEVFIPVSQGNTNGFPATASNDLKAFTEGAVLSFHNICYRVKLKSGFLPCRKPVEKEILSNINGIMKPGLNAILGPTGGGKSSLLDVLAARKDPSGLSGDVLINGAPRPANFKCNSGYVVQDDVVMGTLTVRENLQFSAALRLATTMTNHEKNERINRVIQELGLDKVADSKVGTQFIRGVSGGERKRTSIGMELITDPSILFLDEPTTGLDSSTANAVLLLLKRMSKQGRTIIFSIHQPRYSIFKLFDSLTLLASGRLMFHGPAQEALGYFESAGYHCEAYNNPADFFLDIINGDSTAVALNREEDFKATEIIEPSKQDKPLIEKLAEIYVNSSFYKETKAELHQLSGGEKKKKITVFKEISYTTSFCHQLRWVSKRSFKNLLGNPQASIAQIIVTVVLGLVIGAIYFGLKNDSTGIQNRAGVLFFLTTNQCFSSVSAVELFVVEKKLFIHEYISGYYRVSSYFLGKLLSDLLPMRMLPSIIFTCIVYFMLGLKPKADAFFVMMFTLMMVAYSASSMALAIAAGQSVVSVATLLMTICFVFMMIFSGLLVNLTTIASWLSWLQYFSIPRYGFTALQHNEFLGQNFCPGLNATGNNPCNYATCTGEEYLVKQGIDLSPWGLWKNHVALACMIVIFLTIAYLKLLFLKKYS
#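 Test system: IgMXP3 (ABCG2) plus far-red-tagged CCRF-Adr (ABCB1) cells / Amount: 3 million cells/mL in well / Reagent: JC-1 transporter substrate / Timing: 10 min compound exposure, 25 °C / Signal: flow cytometry, 530 nm JC-1 signal / Read-out: percent efflux inhibition, scaled nicardipine 100% to DMSO 0% / Benchmarks: nicardipine as high control, DMSO as low control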
# Bcl-2 Bim block = disrupts Bim peptide binding to human Bcl-2; Bead-based flow cytometry, Bim peptide-Bcl-2 binding; inhibition, % at 10 µM; 190,000 compounds, 0.06% hits; AID 950; in the data active = inhibition above about 40%; inconclusive = no clear call, values can overlap the other calls;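 also: 0% = no compound wells with probe peptide and 100% = reference peptide inhibitor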
# ABCB1 block = inhibitors of human ABCB1 transporter, ABCG2 counter-screen. P08183. CCRF-Adr cells, JC-1 efflux, flow cytometry. inhibition, % at 6.6 µM. 190,000 compounds, 0.067% hits. AID 1326; in the data active = inhibition above about 40%;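 also: 0% = vehicle and 100% = reference inhibitor; higher value means more JC-1 retained so stronger ABCB1 efflux block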
# Bim-Bfl-1 = inhibitors of Bim-Bfl-1 interaction, human; Q16548; Bead-based flow cytometry, Bim-Bfl-1 binding inhibition; inhibition, % at 10 µM; 190,000 compounds, 0.12% hits; AID 1008;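 also: 0% = wells without compound plus tracer and 100% = blocker peptide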
# RGS7-Gao = regulators of human RGS7-Galphao interaction | 220,000 compounds, 0.35% hits | AID 1439 | P09471 | binding response (% of control), % at 10 µM | Multiplexed bead flow cytometry, RGS7-Galphao binding; actives lie on both sides; in the data active = binding response below about 49% or above about 150%; inconclusive = no clear call, values can overlap the other calls; inactive = in between;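 also: fluorescent Galphao held in activated GDP-AlF4 state binding bead-coupled RGS7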
# Avidin fluor = avidin bead compound fluorescence profile; Avidin beads, compound fluorescence 488/530 nm, flow cytometry; stronger effect = higher value; fluorescence (KMESF) at 10 µM; 220,000 compounds, 0.38% hits; AID 1775; in the data active = fluorescence above about 47; also: inactives centre near 10
# Bcl-W Bim block = disrupts Bim peptide binding to human Bcl-W; inhibition, % at 10 µM; 190,000 compounds, 0.02% hits; AID 952; Q92843; bead-based flow cytometry;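 also: 0% = bound tracer without compound and 100% = peptide blocker; higher means less fluorescent Bim peptide bound to Bcl-W beads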
# RGS4-Gao reg = human RGS4-Galphao interaction regulation; Multiplexed bead flow cytometry, RGS4-Galphao binding; actives lie on both sides; binding response (% of control), % at 10 µM; 220,000 compounds, 0.33% hits; in the data active = binding response below about 49% or above about 150%; inactive = in between;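 also: fluorescent Galphao activated with aluminum fluoride binding bead-coupled RGS4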
# The depositor's hits bear a star; u = inconclusive; x = no result given; [ ] = another dose, or the depositor's remark. Rule as the data show it, unless noted: active = inhibition above about 40%.
canonical_smiles	Bim-Bcl-B	GSH fluor	Bim-Bcl-XL	ABCG2 inh	Bcl-2 Bim block	ABCB1 block	Bim-Bfl-1	RGS7-Gao	Avidin fluor	Bcl-W Bim block	RGS4-Gao reg
COc1ccc(C(=S)N2CCCCCC2)cc1	38.0	38	53.0*	-3.3	37.0	0.1	52.0*	106.1	7	46.0*	106.7
CN1CCN(CC(=O)N2c3ccccc3C(C)(c3ccc(Cl)cc3)CC2(C)C)CC1 (stereo not given)	-3.0	59	-19.0	5.1	-1.0	2.4	-12.0	101.7	12	4.0	103.5
O=C(CSc1ncn[nH]1)Nc1ccccc1Sc1ccccc1	-9.0	45	-2.0	1.7	-11.0	0.1	-11.0	97.5	10	5.0	99.4
CCCCNC(=O)CN1C(=O)c2cccc(N)c2C1=O	-5.0	11	-1.0	4.0	-5.0	0.7	-5.0	100.7	21	0.0	102.0
CC12CC(NC(=O)N1c1cccc(C(=O)NCc3ccc4c(c3)OCO4)c1)c1cc(Cl)ccc1O2 (stereo not given)	-2.0	12	-1.0	0.9	-2.0	0.3	-1.0	97.4	36	0.0	96.8
Cc1onc(-c2ccccc2Cl)c1C(=O)Nc1nc2ccc(S(C)(=O)=O)cc2s1	-12.0	16	-9.0	-2.1	-9.0	-0.4	0.0	96.8	11	-3.0	98.8
CCOC(=O)c1c(C)c(C(=O)Nc2ccc3c(c2)OCCO3)c(C)n1C	-5.0	26	-3.0	11.9	-1.0	1.3	-1.0	96.8	13	-3.0	91.7
CN(CC(=O)Nc1ccncc1)S(=O)(=O)c1ccccc1	0.0	23	-1.0	0.0	0.0	0.0	0.0	103.2	16	-2.0	102.7
Cc1cc(C)cc(N(C(=O)CCC(=O)Nc2cc(C)on2)C(C(=O)NC2CCCC2)c2ccco2)c1 (stereo not given)	2.0	17	0.0	3.0	-1.0	1.8	3.0	106.1	9	2.0	99.3
CCCNC(=O)C(C)n1c2ccccc2c2nc(=O)cc(C)n21 (stereo not given)	-6.0	20	-2.0	-1.4	-8.0	-1.9	-12.0	100.2	8	3.0	100.0
Cc1ccc(S(=O)(=O)N(C)C)cc1NC(=O)COC(=O)/C=C/c1ccc2c(c1)OCO2	0.0	10	-1.0	0.5	-3.0	0.5	-3.0	106.6	9	0.0	98.4
CC(=O)c1cc2c(cc1NC(=O)CCNC(=O)c1ccccc1Cl)OCO2	0.0	19	0.0	1.8	-3.0	0.3	0.0	97.7	7	0.0	102.6
CCCCNC(=O)N1CCc2ccccc2C1	-6.0	13	-6.0	0.0	0.0	x	-1.0	99.9	6	-5.0	102.7
COc1cc(OC)c(-c2nnc(-c3ccc(OC)c(OC)c3OC)o2)cc1OC	6.0	11	0.0	2.8	4.0	1.4	1.0	105.6	40	2.0	102.5
CC1CCCN(C2=C(NS(=O)(=O)c3ccc(Cl)cc3)C(=O)c3ccccc3C2=O)C1 (stereo not given)	19.0	7	25.0	13.6	15.0	0.7	25.0	75.2	3	18.0	85.1
CN(Cc1ccccc1)C(=S)NC(=O)c1ccccc1	-17.0	11	-6.0	18.8	-5.0	2.1	-3.0	u	11	0.0	100.8
O=C(NCc1csc(-c2ccccc2)n1)c1ccco1	-10.0	28	-15.0	10.7	-17.0	0.8	-22.0	99.9	13	-7.0	102.4
COC(=O)c1ccc(NC(=O)c2ccccc2N(C)S(C)(=O)=O)cc1	0.0	19	1.0	0.9	0.0	0.1	0.0	96.8	9	-1.0	96.5
CCCNC(=O)CSCc1nc(-c2ccc(SC)cc2)oc1C	-2.0	25	1.0	17.5	0.0	0.9	0.0	98.7	10	2.0	100.2
CCCCCSc1nc(O)cc(=O)[nH]1	-3.0	5	-4.0	-1.1	-6.0	-0.1	-9.0	103.6	6	-1.0	101.4
O=C1CSC(c2cccs2)N1c1ccccc1 (stereo not given)	1.0	13	0.0	1.1	1.0	0.1	0.0	99.9	35	-1.0	99.4
CC(C)C[C@H](NC(=O)OC(C)(C)C)C(=O)N1CCC(C(=O)N[C@@H](Cc2ccccc2)C(=O)O)CC1	-5.0	40	-8.0	-1.7	-4.0	-0.3	-5.0	95.2	8	-3.0	94.6
Cc1c(C)n(CCC#N)c2ccccc12	-2.0	8	-1.0	0.4	0.0	0.3	1.0	92.5	3	0.0	96.0
CCCNC(=O)NC(=O)CSc1ncc(C(F)(F)F)cc1Cl	-6.0	21	-5.0	0.9	-1.0	0.1	-2.0	102.3	36	-3.0	99.9
CCOc1ccc(-n2c(C)cc(/C=N\NC(=O)CC(=O)NC3CCCCC3)c2C)cc1	-5.0	19	-4.0	0.1	0.0	-0.5	0.0	104.8	11	-3.0	104.4
CSc1ncc(CO)n1Cc1ccccc1	-6.0	62	-6.0	-0.5	-5.0	-0.1	-10.0	97.3	30	-4.0	99.6
COc1ccc(OC)c(S(=O)(=O)N(C(C)=O)c2ccc3oc(=O)sc3c2)c1	-4.0	8	-2.0	1.1	-5.0	0.6	-8.0	100.7	19	0.0	99.8
CCN(CC)S(=O)(=O)c1cc(C(=O)Oc2cccc(-c3cnc4ccccc4n3)c2)ccc1OC	-5.0	13	-4.0	5.0	-2.0	1.3	-10.0	103.1	11	-1.0	104.1
Cc1ccc(C(=O)O/N=C/c2ccc3c(c2)OCO3)cc1	19.0	6	29.0	41.9	19.0	0.1	23.0	101.4	16	19.0	101.3
CCOc1cc(NC(=O)c2cnccn2)c(OCC)cc1NC(=O)c1cccc(F)c1	-3.0	16	-5.0	-4.6	-3.0	-1.3	-4.0	94.4	6	-5.0	97.9
COC(=O)c1[nH]c2ccccc2c1NC(=O)CNC1CCCCC1	-9.0	23	-5.0	14.9	-7.0	-0.1	-19.0	96.8	11	-4.0	98.0
COc1cc(C)ccc1S(=O)(=O)N1CCN(C23CC4CC(CC(C4)C2)C3)CC1	-3.0	12	-1.0	4.0	-7.0	1.0	-5.0	100.5	10	1.0	103.8
COc1ccc(NC(=O)CSc2nc3ccccc3c(=O)n2CCNC(C)=O)cc1	1.0	64	2.0	2.1	-4.0	0.5	-3.0	96.3	14	1.0	96.0
CC(=O)c1cccc(S(=O)(=O)Nc2ccc3nc(C)sc3c2)c1	-4.0	14	0.0	9.6	-4.0	3.7	-7.0	u	11	0.0	103.4
Cc1cccc(-n2c(O)c(C=Nc3ccccc3N)c(=O)[nH]c2=O)c1	0.0	14	-1.0	1.1	-1.0	0.0	0.0	101.5	10	0.0	101.3
O=C(Cn1nc(-c2ccc3c(c2)OCCO3)ccc1=O)Nc1ccc(N2CCOCC2)cc1	-6.0	12	-4.0	-0.9	0.0	0.1	-3.0	101.7	22	-3.0	103.2
O=C(Oc1cccc(-n2cnnn2)c1)C1CCCCC1	-6.0	46	0.0	3.5	-3.0	0.2	-14.0	93.7	8	5.0	94.3
CC(C)NC(=O)CSc1nc(Cc2cccs2)nc2ccccc12	-5.0	16	-5.0	4.2	-7.0	0.5	-13.0	77.8	7	1.0	85.0
O=C1N/C(=C/c2ccsc2)C(=O)N1c1ccccc1	-1.0	23	-1.0	2.7	0.0	0.3	1.0	100.0	10	0.0	102.5
Cc1cc(C(=O)COC(=O)C2CC2)c(C)n1-c1ccc(F)cc1	0.0	15	0.0	-2.1	-4.0	-2.5	-3.0	99.6	11	0.0	98.9
NC(=O)NC(=O)COC(=O)/C=C/c1cccc(Br)c1	0.0	21	6.0	1.1	8.0	0.6	7.0	82.9	7	8.0	95.7
CCn1c(COc2cccc(OC)c2)nnc1SCC(=O)Nc1ccccc1C(=O)OC	-11.0	28	-4.0	38.2	-10.0	4.1	-16.0	98.8	11	-5.0	103.5
COc1ccc(-c2cc(C(F)F)n3ncc(C(=O)N4CCCc5ccccc54)c3n2)cc1	-4.0	19	-4.0	4.0	-4.0	0.0	-2.0	98.9	10	-1.0	100.3
O=C(Nc1ncc(Cc2cccc(Cl)c2Cl)s1)C1CCCO1 (stereo not given)	0.0	10	-1.0	0.9	0.0	0.6	2.0	101.5	7	0.0	102.4
CN(C)S(=O)(=O)c1ccc2c(c1)nc(CCC(=O)NCc1ccc(Cl)cc1)n2C	2.0	14	-2.0	9.7	3.0	0.3	1.0	92.9	12	2.0	104.3
O=C1CCCc2nc3c(cc21)C(O)Oc1ccccc1-3 (stereo not given)	-3.0	11	-3.0	0.0	-1.0	-0.1	0.0	89.7	3	-3.0	95.0
O=c1c2[nH]c3ccc(F)cc3c2ncn1CCN1CCN(Cc2ccccc2)CC1	-6.0	15	-9.0	3.5	-6.0	1.3	-11.0	99.9	7	-1.0	99.4
N#Cc1cnn(-c2nc(SCc3ccccc3)nc3sc4c(c23)CCCC4)c1N	-2.0	21	-5.0	2.4	-5.0	0.3	-2.0	98.1	15	0.0	99.9
Cc1cc(C)nc(SCCn2c(N3CC(C)OC(C)C3)nc3c2c(=O)n(C)c(=O)n3C)n1 (stereo not given)	0.0	12	-1.0	6.0	0.0	2.2	3.0	95.3	4	-3.0	97.7
Cc1ccc2sc(C)[n+](CCC(C)S(=O)(=O)[O-])c2c1 (stereo not given)	-9.0	10	-7.0	-0.6	-11.0	-0.1	-11.0	98.8	11	-1.0	95.6

# (listing goes on)
canonical_smiles	Bim-Bcl-B	GSH fluor	Bim-Bcl-XL	ABCG2 inh	Bcl-2 Bim block	ABCB1 block	Bim-Bfl-1	RGS7-Gao	Avidin fluor	Bcl-W Bim block	RGS4-Gao reg
CCn1c(CNC(=O)c2cccc(C)c2)nc2ccccc21	-9.0	16	-8.0	1.5	-11.0	0.8	-8.0	102.6	7	-6.0	102.7
Clc1ccc(OCc2cnc(Cl)s2)cc1	-4.0	19	-2.0	6.0	-2.0	1.0	-2.0	102.7	8	-5.0	101.2
CCCCSc1cnn(-c2ccccc2)c(=O)c1SCCCC	-11.0	14	-3.0	2.7	4.0	0.4	3.0	99.3	21	-2.0	98.3
COC(=O)/C=C1\C(=O)N(c2nc3ccccc3s2)C(=S)N1c1ccc(F)cc1	1.0	5	3.0	1.3	1.0	0.1	0.0	95.2	24	4.0	99.1
CSc1nnc(C)c(=O)n1COC(=O)c1cc(Cl)ccc1[N+](=O)[O-]	-8.0	15	-5.0	-1.9	-6.0	0.4	4.0	u	10	-4.0	103.5
CCCCc1cc(=O)oc2cc(C)c(CN3CCCC3)c(O)c12	-8.0	29	-11.0	-1.0	-10.0	-0.5	-15.0	160.1*[activator]	15	-5.0	139.1
Cc1ccc(OCC(=O)Nc2ccc(N3CCN(S(C)(=O)=O)CC3)cc2)cc1C	-5.0	11	0.0	0.0	-4.0	-0.1	-5.0	91.1	10	0.0	91.6
CCC(C)[C@H](NC(=O)Nc1ccc2c(c1)OCCO2)C(=O)O (stereo not given in full)	-8.0	14	-6.0	0.0	-9.0	0.0	-9.0	96.9	23	-4.0	99.3
